N370S GC: qHTS Assay for Inhibitors and Activators of N370S glucocerebrosidase as a Potential Chaperone Treatment of Gaucher Disease | N370S GC spleen homogenate, 4MU-glucoside fluorescence | hit rate 0.092% among 330,000 | Potency, µM (doses to about 59.4 µM), for inactives: top-dose activity change, negative = inhibition, hits mostly inhibitors | Lysosomal acid glucosylceramidase (Homo sapiens), P04062;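 note: 0% = full enzyme activity and -100% = no enzyme basal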
GCN5L2 inh: qHTS Assay for Inhibitors of GCN5L2; Histone acetyltransferase KAT2A (Homo sapiens), Q92830; GCN5L2 HAT assay, ThioGlo1 CoA-SH fluorescence; Potency, µM (series often up to 58.9 µM), for the others: top-dose activity change, negative = inhibition, most hits filed as inhibitors; hit rate 0.21% among 390,000; AID 504327, 2011
Target sequence (Q92830 whole entry, looked up): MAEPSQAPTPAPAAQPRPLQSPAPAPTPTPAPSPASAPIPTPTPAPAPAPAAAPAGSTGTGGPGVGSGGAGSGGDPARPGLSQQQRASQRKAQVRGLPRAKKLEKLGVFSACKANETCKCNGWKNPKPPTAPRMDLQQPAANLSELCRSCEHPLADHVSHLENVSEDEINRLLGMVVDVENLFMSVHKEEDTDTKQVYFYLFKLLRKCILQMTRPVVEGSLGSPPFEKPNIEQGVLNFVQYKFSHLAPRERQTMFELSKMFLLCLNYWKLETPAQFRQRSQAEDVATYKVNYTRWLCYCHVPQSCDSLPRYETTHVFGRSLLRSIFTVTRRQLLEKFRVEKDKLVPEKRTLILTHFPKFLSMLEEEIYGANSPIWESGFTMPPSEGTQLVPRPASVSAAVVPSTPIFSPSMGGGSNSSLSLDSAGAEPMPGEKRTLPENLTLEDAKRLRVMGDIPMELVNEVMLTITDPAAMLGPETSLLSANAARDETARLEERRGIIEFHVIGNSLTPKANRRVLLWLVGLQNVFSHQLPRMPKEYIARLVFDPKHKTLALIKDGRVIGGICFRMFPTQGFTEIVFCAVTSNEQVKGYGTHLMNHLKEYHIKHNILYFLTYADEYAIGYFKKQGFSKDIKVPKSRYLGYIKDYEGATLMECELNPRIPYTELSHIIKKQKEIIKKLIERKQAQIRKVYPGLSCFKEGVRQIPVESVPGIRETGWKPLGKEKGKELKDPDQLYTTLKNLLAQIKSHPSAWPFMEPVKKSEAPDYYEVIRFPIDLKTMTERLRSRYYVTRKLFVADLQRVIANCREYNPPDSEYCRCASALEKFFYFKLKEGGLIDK
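ThioGlo1-coupled HAT assay: 20nM GCN5L2, 70uM acetyl-CoA, 75uM H3(1-25) peptide, pH 7.5. Fluorescence read at 340/540nm at start and after 20 min at room temperature.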
FEN1 inh: qHTS Assay for the Inhibitors of Human Flap endonuclease 1 (FEN1). P39748. Recombinant FEN1 flap cleavage, fluorescence, 15 min. Potency, µM (titrated, usually from 114 µM), without a hit: top-dose activity change, negative = inhibition, usual class: inhibitors. hit rate 0.35% among 390,000; note: nearly all actives have a fitted effect of over 65% in size
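Reaction started by adding substrate (50 nM final) to 10 nM enzyme after 15 min room-temperature compound preincubation. Reads at 0 and 15 min, with data normalized and fitted to a four-parameter Hill equation.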
An asterisk follows results filed as active; ? = inconclusive; . = not tested or not shown; [ ] = remark or other dose. Calls come from the whole dose curve; as a rule, active = well fitted curve in the direction sought with a large enough effect; inconclusive = small, poorly fitted or top-dose-only effect, or another doubt; inactive = no such curve, though single readings can be large; an effect the other way counts as inactive or inconclusive. Unless noted, % is set by controls: 0 for no effect and ±100 for the full control effect; potency is the fitted concentration of half-maximal effect. Not all compounds are listed. The share of hits here may be higher or lower than overall.

SMILES | N370S GC | GCN5L2 inh | FEN1 inh
CC(=O)O[C@H]1CC(=O)OC(C)(C)C2CC(=O)[C@]3(C)C(CC[C@@](C)([C@@H](O[C@@H]4O[C@H](CO)[C@@H](O)[C@H](O)[C@H]4O)c4ccoc4)[C@@]34O[C@@H]4C(=O)O)[C@]21C (stereo partly drawn) | -18% | 0% | 1%
COc1cccc(NC(=O)C2CCCN(c3ncnc4onc(C)c34)C2)c1 (stereo not drawn) | . | -5% | -5%
CC1Cc2cc(-c3csc(N)n3)ccc2O1 (stereo not drawn) | 3% | 0% | -15%
CCOc1ccc2nc(SCC(=O)Nc3ccc4c(c3)OCO4)sc2c1 | 5% | -1% | 0%
CCOc1ccccc1C(=O)Nc1cccc2ccc(C)nc12 | . | -1% | 1%
Oc1ccc(-c2csc(Nc3ccccn3)n2)cc1O | -2% | -7% | -24%
O=C(NCC1CCCO1)c1cnn2c1NC(c1ccccc1)CC2C(F)(F)F (stereo not drawn) | 3% | 0% | -11%
Cc1ccc(C)c(N2CCN(C3=C(c4ccccc4)C(=O)c4ccccc43)CC2)c1 | . | 2% | 19%
CC(Oc1ccccc1F)C(=O)N1CCC(c2nc3ccccc3o2)CC1 (stereo not drawn) | . | 0% | 15%
CCOC(=O)C1=C(CCc2ccccc2)NC(=O)NC1c1ccc2ccccc2c1 (stereo not drawn) | 1% | 5% | -1%
Cc1ccc(S(=O)(=O)NCCc2nnc3ccc(SCC(=O)Nc4ccc(F)cc4F)nn23)cc1 | . | -6% | 17%
Cc1ccc(NC(=O)COC(=O)c2ccco2)cc1 | 5% | -1% | 1%
CCN(CC(=O)Nc1c(F)cccc1F)C(=O)c1cccc(S(=O)(=O)N2CCc3ccccc3C2)c1 | 2% | -20% | -7%
Cc1nn(C)c(Oc2cccc(Cl)c2)c1C=O | -10% | -1% | -5%
Cc1ccsc1/C=C1\CCc2ccccc2C1=O | -3% | -5% | -10%
COc1ccccc1C(=O)NCC(=O)NCc1cc(=O)n(C)c(=O)n1C | -3% | 2% | -4%
Cc1ccc(S(=O)(=O)N2CCCCC2CCNC(=O)C(=O)NCc2ccncc2)cc1 (stereo not drawn) | -1% | -10% | 0%
c1ccc(-n2cccc2CNC2CCCCC2)cc1 | 0%[2.35 µM] | -3% | 16%
Cc1ccc(N=Nc2c(O)[nH]c(=O)[nH]c2=O)cc1S(=O)(=O)Nc1ccc(Br)cc1 | . | -5% | 0%
CN(Cc1ccccc1)C(=O)Cn1c(=O)oc2cc(S(=O)(=O)NCc3ccccc3)ccc21 | -3% | -2% | -5%
O=C(O)c1ccc(N=NNc2cccc([N+](=O)[O-])c2)cc1 | 0% | -8% | -5%
COC(=O)C1(C)CC1(c1ccccc1)c1ccccc1 (stereo not drawn) | -9% | 20% | -4%
O=S(=O)(c1ccc(Cl)s1)N1CCN(Cc2ccccc2)CC1 | 1% | -6% | 1%
Cc1ccc(/C=C2\CCC3=C2OC(N)=C(C#N)C3c2ccc(C)cc2)cc1 (stereo not drawn) | 3% | 5% | -2%
CCOC(=O)c1c(C)oc2c1c(C(c1cccnc1)N1CCCCC1)c(O)c1ccccc12 (stereo not drawn) | 0% | -9% | -10%
CN(C(=O)c1ccccn1)c1nnc(-c2ccccn2)s1 | -5% | -11% | -2%
COc1ccc(CNC(=O)CN2C(=O)c3ccc([N+](=O)[O-])cc3C2=O)cc1 | -1% | 1% | -2%
NC(N)=NCCCC(NC(=O)C(N)Cc1ccc(O)cc1)C(=O)O (stereo not drawn) | -4% | 28% | .
CN(C)c1ccc(S(=O)(=O)N(C)C)cc1[N+](=O)[O-] | -15% | -2% | 8%
CC(C)[C@H](Nc1ncnc2c1oc1ccccc12)C(=O)O | -3% | 1% | -1%
COc1cccc(C(=O)Nc2cccc(OCc3cc(=O)n4c5c(sc4n3)CCCC5)c2)c1 | . | 1% | -6%
Cc1ccc(F)cc1NC(=O)CCc1c(C)nn(-c2ccc(N3CCCC3)nn2)c1C | . | -1% | 19%
CCOc1cc(CNC2CCCC2)c(Cl)cc1OCC(=O)Nc1ccccc1 | -16% | -6% | -17%
NC(=S)Nc1cc2ccccc2c2ccccc12 | 15% | 0% | -7%
O=C(c1ccccc1)c1cc(Cl)ccc1N1C(=O)C=CC1=O | -3% | ? | -24%
Cc1cccn2c(=O)c3cc(C(=O)NCc4ccco4)c(=N)n(C4CCCCC4)c3nc12 | 4% | -4% | -28%
COc1ccc(NC(=O)Cn2ncc3c([nH]c4ccccc43)c2=O)cc1Cl | . | -1% | 24%
C/C(=C\C(=O)c1ccccc1)NNc1nc2ccccc2s1 | 14% | -9% | -16%
COc1ccc(-c2nc(SCC(=O)N3CCC(C)CC3)n[nH]2)cc1 | . | 3% | 1%
Cc1ccccc1Cn1cc(NC(=O)c2nc3ncccn3n2)cn1 | 1% | -7% | -3%
O=S(=O)(c1ccc(F)c(F)c1)N1CCN(Cc2ccc3c(c2)OCO3)CC1 | -5% | -9% | -19%
Cc1ncc(CN2CCC(n3nccc3NC(=O)c3ccccc3)CC2)s1 | -7% | -1% | 1%
CCN(CC)S(=O)(=O)c1ccc(N2CCOCC2)c(NC(=O)Cc2ccccc2)c1 | 18% | 2% | -6%
O=C(O)CSc1nnc(-c2ccccc2)c(-c2ccccc2)n1 | -1% | 3% | 10%
CC1(C)NC(=O)N(CC(O)CN(Cc2ccccc2)Cc2ccccc2)C1=O (stereo not drawn) | -19% | -14% | -1%
O=C1c2ccc([N+](=O)[O-])cc2C(=O)N1c1ccc(Cl)cn1 | 0% | 20% | 4%
CC(C)(C)OC(=O)N1CCN(C(=O)c2[nH]cnc2C(=O)NCC(=O)OCc2ccccc2)CC1 | 6% | 3% | -22%
Cc1ccc(N2C(=O)N(Cc3ccccc3C)c3ccccc3S2(=O)=O)cc1 | 6% | -8% | -18%
CC(=O)Nc1ccc(NC(=O)c2c(-c3ccccc3)noc2C)cc1 | . | -1% | -20%
CCc1ccc(NC(=O)CSc2c(C)cnc3c2c(=O)n(C)c(=O)n3C)cc1 | . | -7% | 14%
(list continues)
SMILES | N370S GC | GCN5L2 inh | FEN1 inh
O=S(=O)(c1ccc(-c2csc(-c3cccnc3)n2)cc1)N1CCCC1 | -2% | -3% | -7%
CCOc1ccc(-c2nc(S(=O)(=O)c3ccccc3)c(NC)o2)cc1 | 2% | 3% | 0%
Cc1cc(C(=O)Nc2ccccc2N2CCOCC2)no1 | . | -1% | -7%
COc1ccc(NC(=O)CSc2ccc3nnc(-c4cccnc4)n3n2)c(OC)c1 | 10% | -10% | -2%
O=C(NC(Cc1ccccc1)C(=O)O)/C(=C\c1cccc([N+](=O)[O-])c1)NC(=O)c1ccco1 (stereo not drawn) | 3% | ? | -2%
O=P(O)(O)c1ccccc1OCc1ccccc1 | 7% | -5% | -7%
CCN(CC)C(=O)c1oc2ccc(S(=O)(=O)N3CC(C)CC(C)C3)cc2c1C (stereo not drawn) | -12% | -12% | -23%
COc1cccc(/C=C/C(=O)OCC(=O)c2ccc3c(c2)NC(=O)CO3)c1OC | -6% | -3% | -1%
N#Cc1cccc(NC(=O)CN2C(=O)NC(Cc3ccccc3)C2=O)c1 (stereo not drawn) | 11% | -3% | 7%
COc1cccc(NC(=O)CN2C(=O)c3cccc4cccc2c34)c1 | . | -8% | 0%
CC1(C)CC(=O)C(C=NCCN2CCN(C(=S)Nc3ccc(F)cc3)CC2)=C(O)C1 | 1% | -7% | 3%
Cc1cc(C(=O)Nc2ccc(C(=O)O)cc2)c(C)o1 | -3% | -2% | 4%
CCOC(=O)[C@@H]1[C@H]2COc3ccc(Br)cc3[C@H]2N2C(=O)N(c3ccc(C(F)(F)F)cc3)C(=O)[C@]12C | . | -11% | 2%
COc1ccc(S(=O)(=O)ON=C2CC(C)(C)N(C(C)=O)C(C)(C)C2)cc1 | 9% | 2% | 19%
Cc1ccc(NC(=O)CSc2nnc(CNC(=O)c3ccco3)n2C)cc1 | -14% | -8% | -3%
COc1ccccc1-c1nc(S(=O)(=O)c2ccc(Cl)cc2)c(N2CCCCCC2)o1 | . | -8% | -9%
O=c1c([N+](=O)[O-])c(N2CCCC2)c2ccccc2n1-c1ccccc1 | -3% | -5% | -32%
CC(Cc1cccs1)NC(=O)Nc1ccc(Cl)cc1 (stereo not drawn) | 10% | 0% | 0%
O=C(Cc1ccon1)c1ccc(O)cc1O | -8% | -10% | -3%
Cc1sc(NC(=O)c2ccccc2)c(C(=O)NCCN(C)C)c1C | -5% | -1% | -23%
O=C(CN1C(=O)c2ccccc2C1=O)NCc1ccc(C(=O)O)cc1 | -10% | -10% | -6%
Oc1ccccc1-c1nc(NCc2ccccc2)c2ccccc2n1 | ? | -19% | -1%
CCN1CCCC1CNC(=O)c1c(O)c2c([nH]c1=O)CCCC2 (stereo not drawn) | -1% | -12% | -6%
CCCSc1nnc2n(Cc3ccccc3)c(=O)c3c4c(sc3n12)CCC4 | -13% | 0% | .
Cc1ccc(-c2nnc(CSc3nnc4c5c(C)c(C)sc5nc(C(C)C)n34)o2)cc1 | 2% | -2% | .
O=C(CN1CCCC1)N1CCCc2c1c(=O)oc1ccc(OCc3ccccc3)cc21 | 13% | -8% | ?
O=C(NCCN1CCCC1)C1CCN(S(=O)(=O)N2CCC3(CC2)OCCO3)CC1 | 7% | 1% | 0%
COc1ccc(-c2cc(C(F)F)n3ncc(C(=O)N4CCCCC4)c3n2)cc1 | 17% | 17% | -10%
COc1cc(NC(=O)COC(=O)c2ccc(C)c(S(=O)(=O)N3CCCCC3)c2)c(C)cc1[N+](=O)[O-] | -4% | -7% | -17%
Cc1ccccc1C(=O)Nc1nnc(-c2ccc(F)cc2)o1 | -21% | -8% | 5%

For convenience, part of the list above.
SMILES | N370S GC | GCN5L2 inh | FEN1 inh
O=C(CN1C(=O)c2ccccc2C1=O)NCc1ccc(C(=O)O)cc1 | -10% | -10% | -6%
Oc1ccccc1-c1nc(NCc2ccccc2)c2ccccc2n1 | ? | -19% | -1%

Further structures follow.
SMILES | N370S GC | GCN5L2 inh | FEN1 inh
C/C=C(\C)C(=O)NCCN1C2=NC[C@H](C(C)C)N2C[C@H]1Cc1ccc(O)cc1 | 6% | -2% | -1%
Cc1ccc2oc(=O)cc(CN3CCN(Cc4ccccc4)CC3)c2c1 | -10% | -18% | -13%
O=C(CCNC(=O)c1ccc(Br)cc1)NCCCSc1ccccc1 | -15% | -9% | 5%
CCn1c(=O)n(CC)c2cc(S(=O)(=O)N3CCc4ccccc43)ccc21 | 10% | -3% | -4%
CC(=O)Nc1cc2cc(NS(=O)(=O)c3ccc(Cl)cc3)ccc2oc1=O | 1% | 4% | 13%
COc1ccc(CCCc2nnc(SCc3nc4ccccc4c(=O)[nH]3)n2C)cc1C | 0% | -4% | 1%
O=C(CSc1nnc(-c2ccco2)n1Cc1ccccc1)OC1CCCCC1 | 15% | 0% | -15%

In the list so far, these have fluorine:
SMILES | N370S GC | GCN5L2 inh | FEN1 inh
O=C(NCC1CCCO1)c1cnn2c1NC(c1ccccc1)CC2C(F)(F)F (stereo not drawn) | 3% | 0% | -11%
CC(Oc1ccccc1F)C(=O)N1CCC(c2nc3ccccc3o2)CC1 (stereo not drawn) | . | 0% | 15%
Cc1ccc(S(=O)(=O)NCCc2nnc3ccc(SCC(=O)Nc4ccc(F)cc4F)nn23)cc1 | . | -6% | 17%
CCN(CC(=O)Nc1c(F)cccc1F)C(=O)c1cccc(S(=O)(=O)N2CCc3ccccc3C2)c1 | 2% | -20% | -7%
Cc1ccc(F)cc1NC(=O)CCc1c(C)nn(-c2ccc(N3CCCC3)nn2)c1C | . | -1% | 19%
O=S(=O)(c1ccc(F)c(F)c1)N1CCN(Cc2ccc3c(c2)OCO3)CC1 | -5% | -9% | -19%
CC1(C)CC(=O)C(C=NCCN2CCN(C(=S)Nc3ccc(F)cc3)CC2)=C(O)C1 | 1% | -7% | 3%
CCOC(=O)[C@@H]1[C@H]2COc3ccc(Br)cc3[C@H]2N2C(=O)N(c3ccc(C(F)(F)F)cc3)C(=O)[C@]12C | . | -11% | 2%
COc1ccc(-c2cc(C(F)F)n3ncc(C(=O)N4CCCCC4)c3n2)cc1 | 17% | 17% | -10%
Cc1ccccc1C(=O)Nc1nnc(-c2ccc(F)cc2)o1 | -21% | -8% | 5%

Screening data: PubChem BioAssay, National Center for Advancing Translational Sciences (NCATS)
